Source: PubChem BioAssay
CHX counter: counter-screen for Shiga toxin inhibitors: cycloheximide protein synthesis inhibition. cell reporter, cycloheximide protein synthesis inhibition counterscreen. max response, %. hit rate 12% among 300,000. AID 2314; in the data active = max response mostly above about 13%, no sharp cut-off; inactive = mostly below about 14%; also: read at 38.3 µM for the half of the compounds with a filed dose; 0% is about no effect
Sm TGR block: blocks Schistosoma mansoni thioredoxin glutathione reductase; Q962Y6; purified TGR, DTNB reduction, TNB absorbance 405 nm; Potency, µM (highest dose often 114 µM), without a hit: top-dose activity change, negative = inhibition, actives largely listed as inhibitors; hit rate 3% among 360,000; also: potency is read from the fitted curve at half-maximal effect; % is scaled to controls: 0 for no effect and ±100 for the full control effect; nearly all actives have a fitted effect of over 60% in size
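Kinetic colorimetric format: TGR-catalysed, NADPH-driven DTNB reduction monitored via TNB absorbance. Enzyme dispensed at 20 nM; compound exposure 15 min at room temperature before reaction start.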
Giardia FBPA inh: blocks Giardia fructose-bisphosphate aldolase activity; hit rate 0.71% among 290,000; AID 2451; Potency, µM (doses to about 59.6 µM), for the others: top-dose activity, negative = inhibition, actives largely listed as inhibitors; purified Giardia FBPA; A8B2U2; also: potency is read from the fitted curve at half-maximal effect; % is scaled to controls: 0 for no effect and ±100 for the full control effect; nearly all actives have a fitted effect of over 55% in size
Target sequence (A8B2U2 whole entry, looked up): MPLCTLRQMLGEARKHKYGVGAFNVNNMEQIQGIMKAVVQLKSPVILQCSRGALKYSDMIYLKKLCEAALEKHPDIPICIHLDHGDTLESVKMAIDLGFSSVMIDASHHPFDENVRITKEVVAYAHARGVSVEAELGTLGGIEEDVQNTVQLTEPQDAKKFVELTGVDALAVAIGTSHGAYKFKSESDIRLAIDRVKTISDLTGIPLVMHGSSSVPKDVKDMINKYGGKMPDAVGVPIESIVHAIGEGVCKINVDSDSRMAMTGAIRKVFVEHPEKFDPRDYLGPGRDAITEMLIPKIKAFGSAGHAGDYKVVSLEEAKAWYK
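40 nM FBPA preincubated 10 min at RT with compound (up to 57.5 uM final), then substrate plus GAPDH/TPI/NAD/arsenate coupling and diaphorase/resazurin added. Fluorescence read after 20 min at RT, 525/598 nm.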
Pf growth 48h: inhibits P. falciparum growth in the first generation, 48 h; AID 504832; hit rate 5.9% among 310,000; P. falciparum luciferase growth in erythrocytes, 48 h; Potency, µM (titrated, usually from 28.7 µM), without a hit: top-dose activity change, negative = inhibition, most hits filed as inhibitors; also: potency is read from the fitted curve at half-maximal effect; % is scaled to controls: 0 for no effect and ±100 for the full control effect
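Parasite viability was followed by luminescence of a genomically integrated firefly luciferase. Cultures held 0.1% parasitemia at 2% hematocrit (final), incubated under 5% CO2 at 37 C.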
Pf growth 96h: P. falciparum growth inhibition at 96 hours; P. falciparum luciferase reporter growth, 96 h; Potency, µM (doses to about 28.7 µM), for the others: at the highest dose activity change, negative = inhibition, usual class: inhibitors; hit rate 6.9% among 320,000; also: potency is read from the fitted curve at half-maximal effect; % is scaled to controls: 0 for no effect and ±100 for the full control effect
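Plates of compound plus infected erythrocytes (2% hematocrit, 0.05% parasitemia final) incubate 96 hours, 37 C, 5% CO2. Detection reagent added; reduced luminescence from the parasites' luciferase reporter flags inhibition.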
Shiga inhibitor: Shiga toxin inhibition. Vero cells, Shiga toxin protein synthesis inhibition reporter. inhibition, % at 38.7 µM. hit rate 9.2% among 290,000. AID 2315; in the data active = inhibition mostly above about 28%, no sharp cut-off; inactive = mostly below about 43%; also: 0% is about no effect
An asterisk follows results filed as active; u = inconclusive; x = no result given; & = joins results of further samples; [ ] = another dose, or the depositor's remark. Unless noted, calls follow the shape of the dose curve; as a rule, active = well fitted curve in the direction sought with a large enough effect; inconclusive = small, poorly fitted or top-dose-only effect, or another doubt; inactive = no such curve, though single readings can be large; an effect the other way counts as inactive or inconclusive.

SMILES	CHX counter	Sm TGR block	Giardia FBPA inh	Pf growth 48h	Pf growth 96h	Shiga inhibitor
CCCOc1ccc(N2CC(C(=O)NCCc3ccc(OC)c(OC)c3)CC2=O)cc1 (stereo unspecified)	1	9%	4%	-9%	-7%	-3
Cn1c(=O)c2c([nH]c(OCc3ccc(Cl)cc3Cl)[n+]2Cc2ccc(F)cc2)n(C)c1=O	-1	-10%	0%	u	u	2
O=c1c2cccnc2n(-c2ccccc2)n1Cc1ccc(Cl)cc1	-2	3%	-3%	u	98%[activator]	-10
CCOC(=O)CCNC(=O)c1ccc2nc(C3CCCCC3)oc2c1	17*	5%	5%	0%	u	27
C=CCSc1nnc(NC(=O)CCN2C(=O)C3CC=CCC3C2=O)s1 (stereo unspecified)	x	-34%	x	17%	-8%	x
CCCc1nc2nc(C)c(NS(=O)(=O)c3ccc(C4CCCCC4)cc3)c(=O)n2[nH]1	-5	-6%	-28%	3%	3%	-6
CNC(=O)CSc1nc2cccnc2n1-c1ccc(F)cc1	-2	-4%	0%	-25%	u	-2
Cc1nc(C(=O)NNC(=O)c2ccc(C(F)(F)F)cc2)cs1	17	-1%	u	u	u	25
CN(C(=O)CSc1nc2ccccc2c(=O)n1-c1ccc(F)cc1)C1CCS(=O)(=O)C1 (stereo unspecified)	x	-4%	x	-11%	u	x
Cc1ccc(C(=O)Cn2c(N3CCOCC3)nc3c2c(=O)n(C)c(=O)n3C)cc1	6	-4%	4%	4%	u	29
O=C(COC(=O)c1ccc([N+](=O)[O-])cc1)Nc1ccc(Cl)cn1	x	8%	x	u	12%	x
CCOC(=O)c1cc(-c2cc(OC)c(OC)c(OC)c2)nc2c1c(=O)[nH]c(=O)n2Cc1ccccc1	-3	-7%	-4%	u	u	-1
COc1ccc(C(CNC(=O)CCNS(=O)(=O)c2ccc(C)cc2)N2CCOCC2)cc1 (stereo unspecified)	x	-1%	x	-15%	14%	x
O=C(Nn1cnnc1)c1ccc([N+](=O)[O-])cc1	-4	x	2%	11%	43%[activator]	5
COc1ccc2[nH]c(O)c(N=NC(=O)c3ccc(NS(=O)(=O)c4cccs4)cc3)c2c1	x	-4%	x	u	u	x
CCNC(=S)N/N=C/c1ccc(C#N)cc1	3	-7%	-9%	-3%	6%	5
Cc1nc2c([nH]c3ccccc32)c(=O)n1N	28*	-10%	-1%	55%[activator]	u	88
O=C(Nc1cnn(Cc2ccc(Cl)cc2Cl)c1)c1cc(-c2cccs2)on1	-1	5%	4%	u	u	-8
Cc1ccc(C(=O)NC(=S)N2CCN(c3cc(C)ccc3C)CC2)cc1	38*	1%	x	u	-28%	49*
O=C(N/N=C/c1cccs1)C(=O)N1CCCC1	28*	x	0%	19%	-29%	48
CCc1ccccc1NC(=O)NCc1ccccn1	0	-4%	x	16%	31%[activator]	-28
O=C1NCCCC1C(=O)Nc1ccccn1 (stereo unspecified)	-2	9%	4%	1%	3%	-9
O=C(c1ccc2c(=O)n(Cc3ccco3)c(=S)[nH]c2c1)N1CCN(c2ccccc2)CC1	-1	-26%	-3%	7%	12µM*	-12
CCC(C)CC(C)CC(C)C(=O)/C=C(/O)C(C)CC(C)C/C=C/C(C)C(O)C(C)C(O)CC1CCC(C)(C)O1 (stereo unspecified)	-14	x	6%	x	x	-12
O=C(Cc1cccs1)Nc1nc2c(ccc3ccccc32)s1	34*	-2%	-23%	41%[activator]	x	86*

The closing 7 entries of the section above come first, to join the parts:
SMILES	CHX counter	Sm TGR block	Giardia FBPA inh	Pf growth 48h	Pf growth 96h	Shiga inhibitor
Cc1ccc(C(=O)NC(=S)N2CCN(c3cc(C)ccc3C)CC2)cc1	38*	1%	x	u	-28%	49*
O=C(N/N=C/c1cccs1)C(=O)N1CCCC1	28*	x	0%	19%	-29%	48
CCc1ccccc1NC(=O)NCc1ccccn1	0	-4%	x	16%	31%[activator]	-28
O=C1NCCCC1C(=O)Nc1ccccn1 (stereo unspecified)	-2	9%	4%	1%	3%	-9
O=C(c1ccc2c(=O)n(Cc3ccco3)c(=S)[nH]c2c1)N1CCN(c2ccccc2)CC1	-1	-26%	-3%	7%	12µM*	-12
CCC(C)CC(C)CC(C)C(=O)/C=C(/O)C(C)CC(C)C/C=C/C(C)C(O)C(C)C(O)CC1CCC(C)(C)O1 (stereo unspecified)	-14	x	6%	x	x	-12
O=C(Cc1cccs1)Nc1nc2c(ccc3ccccc32)s1	34*	-2%	-23%	41%[activator]	x	86*
Cc1cc(Cl)ccc1OCCCC(=O)OCC(=O)Nc1cccc(S(N)(=O)=O)c1	x	-9%	x	-18%	4%	x
Cc1cccc2cc(CN(Cc3cccnc3)C(=O)c3ccncc3)c(=O)[nH]c12	9	-12%	6%	-13%	x	-3
CSc1ccccc1NC(=O)c1ccoc1C	-2	-9%	-3%	-6%	x	35
O=C(CCSc1ccccc1)Nc1nnc(-c2cccs2)o1	-1	28µM*	16µM*	20%	32%[activator]	-9
COC(=O)c1sc2nc[nH]c(=O)c2c1C	-1	-19%	0%	x	-2%	-3
Cc1scc(C(=O)N2CCN(S(C)(=O)=O)CC2)c1-c1ccccc1	-1	5%	-1%	-8%	-9%	-12
Cc1cccc(C(=O)NCCN2CCCC2)c1	1	0%	-23%	x	1%	-5
CCOC(=O)c1c(NC(=O)c2cccc(N3C(=O)CCC3=O)c2)sc(C)c1C	1	-13%	-6%	31%	-20%	-15
CN(CP(=O)(O)CCc1ccccc1)S(C)(=O)=O	-2	u	13%	14%	u	-6
N#Cc1ccccc1S(=O)c1ccccc1C(=O)Nc1ccccc1 (stereo unspecified)	-1	6%	-3%	8%	-14%	-8
COC(=O)C1=CN(Cc2cccs2)C=C(C(=O)OC)C1c1cccc(OC)c1OC	1	u	7%	u	u	10
COc1ccc(CNC(=O)c2ccc(CS(=O)Cc3ccc(Cl)cc3)o2)cc1 (stereo unspecified)	1	u	x	17%	2%	-12
C/C(=N\N(Cc1ccccc1)c1ccccc1)c1cccnc1	-1	-16%	-8%	8.3µM*	13µM*	24
O=C(Cc1c[nH]c2ccccc12)NCc1ccc(Cl)cc1Cl	12	-6%	-15%	22%	33%[activator]	45*
CCN(CC)S(=O)(=O)c1cccc(C(=O)N/N=C/c2c(C)nn(-c3ccccc3)c2Cl)c1	-1	-1%	-3%	u	-13%	-15
O=S(=O)(c1ccc(-c2ccccc2)cc1)N1CCCC1	-1	4%	-9%	-3%	13%	-8
O=C(O)c1ccc2c(c1)N(Cc1ccccc1F)C(=O)c1ccccc1S2=O (stereo unspecified)	-5	-1%	u	-7%	-64%	-5
CC(C)Cn1c(N)c(/C=N/NC(=O)c2ccc(Cl)cc2)c(=O)n(C)c1=O	-5	11%	10%	-12%	16%	-5
Cc1ccc(CNC(=O)c2ccccc2N)cc1	1	4%	-5%	41%[activator]	-7%	10
COc1cc([N+](=O)[O-])ccc1NC(=O)Nc1ccc2c(c1)OCCO2	9	1%	-23%	31%[activator]	35%[activator]	-10
Nc1ccc(S(=O)(=O)N2CCCCC2c2cccnc2)cc1 (stereo unspecified)	-5	1%	-29%	x	u	-11
CC1CCN(CC(=O)Nc2cccc(Cl)c2)CC1	-3	1%	1%	-10%[1.15 µM]	27%	22
CCn1nc(C)cc1C(=O)NC1CCCc2c1cnn2-c1cc(F)cc(F)c1 (stereo unspecified)	11	u	x	-4%	18%	13
CC(C)(C)S(=O)(=O)/C(C#N)=N/Nc1ccc(S(N)(=O)=O)cc1	8	5%	0%	-9%	5%	-14
COC(=O)c1cc(NC(=S)Nc2cc(Cl)cc(Cl)c2)cc(C(=O)OC)c1	-3	u	u	u	21%	-1
(cont.)
SMILES	CHX counter	Sm TGR block	Giardia FBPA inh	Pf growth 48h	Pf growth 96h	Shiga inhibitor
O=C(NC(=S)NNC(=O)c1cc2ccccc2cc1O)c1ccco1	7	-22%	12%	u	u	14
O=C1C=CC(=O)N1c1ccc(N2CCCCC2)cc1	8	x	-11%	12%	-18%	17
COc1ccc(/C=C2\Oc3cc(OCC(=O)N4CCC[C@H]4C(=O)O)ccc3C2=O)cc1OC	1	-12%	-8%	5%	u	-8
O=[N+]([O-])c1ccc(NNC(=S)Nc2ccc(F)cc2)cc1	27*	-25%	u	u	u	86*
Cc1ccc(Cl)c2c1=NC(=O)C=2c1[nH]c(=S)[nH]c1O	-1	-27%	u	34%[5.75 µM]	-12%	5
COc1ccccc1NCCC(=O)OCC(=O)Nc1ccc(Cl)cn1	10	0%	-15%	-13%	0%	20
C[C@@H](NC(=O)c1nc[nH]c1C(=O)NCc1ccccc1)c1ccccc1	x	-1%	x	-5%	u	x
O=C(COC(=O)C1CC2C=CC1C2)Nc1ccccc1F (stereo unspecified)	38*	0%	3%	208%[activator]	87%[activator]	72*
S=C(NCc1cccnc1)Nc1cccc2ccccc12	5	32µM*	6%	-10%	-25%	-1
COC(=O)c1ccc(C2C(C(=O)c3cc4ccccc4o3)=C(O)C(=O)N2CCCN(C)C)cc1 (stereo unspecified)	-3	11µM*	18%	4%	38%[activator]	4
O=C(O)/C=C/C(=O)Nc1ccc(-n2ccc(C(F)(F)F)n2)cc1	1	-35%	14%	10%	13%	3
Cc1cc(NC(=O)COC(=O)c2cccc(S(=O)(=O)N3CCOCC3)c2)no1	-3	-3%	3%	9%	15%	1
O=C(NCC1CCCO1)c1cccc(C(=O)NCC2CCCO2)c1 (stereo unspecified)	-2	u	2%	20%	6%	-8
COc1cccc(Nc2nc(N)c([N+](=O)[O-])c(NCc3ccccc3)n2)c1	0	9%	-5%	4.7µM*	12µM*	36
O=C(O)c1ccc(NC(CSCc2ccc(F)cc2)C(=O)O)c([N+](=O)[O-])c1 (stereo unspecified)	-2	-3%	4%	2%	x	1
Cc1cc(C)cc(NC2=NCCCS2)c1	1	4%	0%	16%	2%	-2
O=C(c1cccs1)N(CC1CCCO1)c1nc(-c2ccccc2)cs1 (stereo unspecified)	9	2%	-2%	u	35%[activator]	35
Cc1nc(SCC(=O)O)c(C#N)c2c1CCCC2	-2	7%	3%	21%	6%	-4
CC1Cc2nc(SCC(=O)Nc3ccc(F)cc3)n(C)c(=O)c2S1 (stereo unspecified)	-5	-1%	1%	u	u	-4
CCCN1CCC2(CC1)NC(CO)(CO)CO2	-2	-2%	-3%	1%	u	-5
CCn1c(CNC(=O)C2CCCCC2)cc2ccccc21	1	6%	-7%	6%	9.3µM*	20
Cc1cc(C)c(S(=O)(=O)Nc2ccccc2C(=O)OCC(=O)NCc2ccccc2)c(C)c1	-4	47%[activator]	0%	u	-1%	-7
Cc1ccc2nc(-c3cccnc3)cc(C(=O)Nc3ccccc3[N+](=O)[O-])c2c1	-1	-3%	-13%	u	u	22
Cc1ccccc1NC(=O)OCCN1CCN(Cc2ccccc2)CCC1=O	8&-1	-1%	8%[89.2 µM]	18%	-26%	-11
CCC(CC)COC(=O)C(C#N)c1nc2ccccc2nc1N1CCN(CC)CC1 (stereo unspecified)	1	-4%	-3%	10µM*	46%[activator]	-30
CCCCOC(=O)Cc1c(O)c2ccccc2[nH]c1=O	8	-36%	-1%	-7%	x	-9
O=C(CN(Cc1ccco1)C(=O)CNS(=O)(=O)c1ccc(F)cc1)NCCc1ccccc1	-2	-7%	1%	3%	7%	15
Cc1nnc(N2CCCC(C(=O)NCc3ccccc3F)C2)c2nn(-c3ccccc3)c(C)c12 (stereo unspecified)	16	-10%	23%	u	22%	15
O=C(Nc1ccccn1)c1ccc(C(=O)Nc2ccccn2)cc1	1	7%	-4%	12%	-6%	11
Clc1ccccc1CN1CCN(c2ncccn2)CC1	10	-26%	-16%	-4%	u	9
